Compound activity from PubChem.
Jurkat NFkB inh = lowers PMA/ionomycin-induced NF-kB signal in Jurkat cells | PMA/ionomycin-induced NF-kB luciferase reporter, luminescence | inhibition, % at 4 µM | 330,000 tested, 0.53% active | AID 435003
SENP8 block = blocks the human protease SENP8; AID 2540; Q96LD8; inhibition, % at 10 µM; purified SENP8, Z-RLRGG-aminoluciferin cleavage, luminescence; 330,000 tested, 1.2% active
UBC13 polyUb = human UBC13 polyubiquitination inhibition. P61088. UBC13 polyubiquitin chain formation, TR-FRET. inhibition, % at 20 µM. 330,000 tested, 0.47% active. AID 485273; in the data active means inhibition above about 45%, passing the limit was not always enough
Target sequence (P61088 whole entry, looked up): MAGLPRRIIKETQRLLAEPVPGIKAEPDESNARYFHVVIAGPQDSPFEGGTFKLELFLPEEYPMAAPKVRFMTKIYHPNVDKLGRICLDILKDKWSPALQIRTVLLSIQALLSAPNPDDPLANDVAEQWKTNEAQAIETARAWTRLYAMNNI
Apaf-1 inh = human Apaf-1 inhibition; 330,000 tested, 0.71% active; AID 489030; inhibition, % at 20 µM; reconstituted apoptosome caspase-3 activity, DEVD-Rh110 fluorescence; O14727; active means inhibition of at least 40% at 20 µM;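 further: plate controls were DMSO wells for no effect and DEVD-CHO caspase inhibitor wells for full effect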
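Material: cell-free apoptosome with Apaf-1, procaspase-3 and caspase-9; Buffer or medium: Hepes pH 7.5 with detergent and BSA; Reagent: cytochrome c trigger plus (Z-DEVD)2-Rh110 caspase-3 substrate; Times: compound with Apaf-1, dATP, procaspase-3 30 min, then 50 min reaction, room temperature; Technique: Rh110 fluorescence intensity.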
SENP7 inh = SENP7 protease inhibition. Q9BQF6. recombinant SENP7, Z-RLRGG-aminoluciferin luminescence, 40 min. inhibition, % at 5 µM. 330,000 tested, 1.5% active;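 active means inhibition above about 50% at the single test dose, limit read from the data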;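 further: plate controls were DMSO with enzyme for no effect and no enzyme buffer wells for full effect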
HKDC1 inhibitor = HKDC1 (human) hexokinase inhibition; Q2TB90; recombinant HKDC1, G6PDH/diaphorase resazurin coupled fluorescence; inhibition, % at 20 µM; 340,000 tested, 0.16% active; AID 493160;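 active means inhibition above about 35% when tested at 20 µM, limit read from the data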;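 further: plate controls were DMSO wells with enzyme for no effect and DMSO wells lacking enzyme for full effect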
Target sequence (Q2TB90 whole entry, looked up): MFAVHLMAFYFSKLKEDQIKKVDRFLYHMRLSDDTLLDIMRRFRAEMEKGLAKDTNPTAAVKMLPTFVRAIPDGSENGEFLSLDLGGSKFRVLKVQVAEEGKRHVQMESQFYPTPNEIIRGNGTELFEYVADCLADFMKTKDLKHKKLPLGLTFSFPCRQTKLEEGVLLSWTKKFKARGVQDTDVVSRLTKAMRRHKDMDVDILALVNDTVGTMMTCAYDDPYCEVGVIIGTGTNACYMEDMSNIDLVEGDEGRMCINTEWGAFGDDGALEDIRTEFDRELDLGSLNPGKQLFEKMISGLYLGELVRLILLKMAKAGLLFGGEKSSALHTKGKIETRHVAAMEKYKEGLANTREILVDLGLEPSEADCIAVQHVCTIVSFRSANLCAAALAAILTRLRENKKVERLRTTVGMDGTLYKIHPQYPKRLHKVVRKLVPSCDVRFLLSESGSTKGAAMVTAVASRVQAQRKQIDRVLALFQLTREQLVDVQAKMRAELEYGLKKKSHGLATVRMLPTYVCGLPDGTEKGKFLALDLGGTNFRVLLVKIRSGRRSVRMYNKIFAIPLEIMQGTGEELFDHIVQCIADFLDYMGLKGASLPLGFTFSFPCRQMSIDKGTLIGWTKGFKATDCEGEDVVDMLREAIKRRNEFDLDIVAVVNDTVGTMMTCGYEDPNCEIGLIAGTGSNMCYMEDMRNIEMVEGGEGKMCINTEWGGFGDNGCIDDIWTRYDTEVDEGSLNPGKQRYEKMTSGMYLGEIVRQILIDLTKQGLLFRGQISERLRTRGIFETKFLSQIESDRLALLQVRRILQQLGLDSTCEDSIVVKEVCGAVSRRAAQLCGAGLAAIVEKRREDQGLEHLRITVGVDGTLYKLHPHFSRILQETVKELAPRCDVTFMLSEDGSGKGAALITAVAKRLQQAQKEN
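Test system: recombinant HKDC1 (HK5) hexokinase enzyme, produced in-house / Doses: 20 µM test compound, 1% DMSO / Timing: 90 min, room temperature / Detection: G6PDH/diaphorase-coupled fluorescence, 1 mM NADP, 100 µM resazurin, 525/613 nm / Control set: DMSO wells with and without enzyme mix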
697 NFkB inh = inhibitors of the PMA/ionomycin-induced NF-kB reporter in 697 B cells. 697 B-cell NF-kB luciferase reporter, 16 h. inhibition, % at 4 µM. 330,000 tested, 0.33% active; in the data active means inhibition above about 35%
Gli-Sufu antag = antagonists of Gli-Sufu signaling; Sufu-KO-LIGHT fibroblasts, Gli luciferase reporter luminescence; inhibition, % at 5 µM; 340,000 tested, 0.74% active; AID 588413;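 active means inhibition above about 55%, limit read from the data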;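 further: 0% = DMSO-treated cells and 100% = wells with medium but no cells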
* marks the source's active call; other numbers are inactive results; & = joins results of further samples. Unless noted, no stated cut-off is given here; in the data, active means inhibition above about 50%; inactive means the rest.

What do the screens show for `CCN(CC(=O)NCc1ccc(F)cc1)C(=O)c1ccc(C)o1`?
Jurkat NFkB inh: -1; SENP8 block: -14; UBC13 polyUb: 0; Apaf-1 inh: 5; SENP7 inh: -5; HKDC1 inhibitor: -4; 697 NFkB inh: 2; Gli-Sufu antag: 19

How did Cc1cc(-c2ccccc2)nc(N(C)NC(=O)C2CC2)c1S(C)(=O)=O do in these assays?
Jurkat NFkB inh: -15; SENP8 block: -2; UBC13 polyUb: 2; Apaf-1 inh: 10; SENP7 inh: 5; HKDC1 inhibitor: 5; 697 NFkB inh: 10; Gli-Sufu antag: -5

What do the screens show for `C/C(=N\OCC(=O)Nc1ccc2c(c1)OCCO2)c1ccc2c(c1)OCCO2`?
Jurkat NFkB inh: -4; SENP8 block: 0; UBC13 polyUb: 6; Apaf-1 inh: 9; SENP7 inh: 0; HKDC1 inhibitor: -9; 697 NFkB inh: -1; Gli-Sufu antag: -5

Results for Cn1cnnc1SCC(=O)Nc1ncc([N+](=O)[O-])s1 ?
Jurkat NFkB inh: -14; SENP8 block: 4; UBC13 polyUb: -20; Apaf-1 inh: 3; SENP7 inh: 8; HKDC1 inhibitor: 7; 697 NFkB inh: -33; Gli-Sufu antag: -2

What do the screens show for `Cc1ccccc1-c1nc2cc(NC(=O)C3CC3)ccc2o1`?
Jurkat NFkB inh: -235; SENP8 block: 42; UBC13 polyUb: 10; Apaf-1 inh: 8; SENP7 inh: 28; HKDC1 inhibitor: -4; 697 NFkB inh: -302; Gli-Sufu antag: -106

Results for Cc1ccc(NS(=O)(=O)c2c(C)[nH]c(=O)[nH]c2=O)cc1F ?
Jurkat NFkB inh: 3; SENP8 block: 0; UBC13 polyUb: -6; Apaf-1 inh: -5; SENP7 inh: 0; HKDC1 inhibitor: 0; 697 NFkB inh: 12; Gli-Sufu antag: 5

How did Cc1cc(C)n(CC(C)C(=O)O)n1 (centres undefined) do in these assays?
Jurkat NFkB inh: 0; SENP8 block: 4; UBC13 polyUb: -1; Apaf-1 inh: -165; SENP7 inh: -2; HKDC1 inhibitor: -7; 697 NFkB inh: 23; Gli-Sufu antag: 42

What do the screens show for `COc1cc2ccccc2cc1C(=O)Nc1nc(C)c(C(C)=O)s1`?
Jurkat NFkB inh: -74; SENP8 block: -1; UBC13 polyUb: -2; Apaf-1 inh: 3; SENP7 inh: -4; HKDC1 inhibitor: 1; 697 NFkB inh: -50; Gli-Sufu antag: -30

Results for Cc1ccc(OCCN2C(=O)c3ccccc3C2=O)c([N+](=O)[O-])c1 ?
Jurkat NFkB inh: -11; SENP8 block: -12; UBC13 polyUb: -18; Apaf-1 inh: -1; SENP7 inh: -2; HKDC1 inhibitor: -8; 697 NFkB inh: -46; Gli-Sufu antag: -23

How did CC1(c2nnc(-c3ccncc3)o2)CC(c2ccc([N+](=O)[O-])cc2)=NO1 (centres undefined) do in these assays?
Jurkat NFkB inh: 10; SENP8 block: -13; UBC13 polyUb: -15; Apaf-1 inh: 1; SENP7 inh: -4; HKDC1 inhibitor: -1; 697 NFkB inh: -48; Gli-Sufu antag: 3

How did CCOC(=O)c1cn(-c2ccccc2)nc1-c1ccncc1 do in these assays?
Jurkat NFkB inh: -12; SENP8 block: -3; UBC13 polyUb: -1; Apaf-1 inh: 13; SENP7 inh: 3; HKDC1 inhibitor: -3; 697 NFkB inh: 5; Gli-Sufu antag: 12

Results for CC(=O)Nc1ccc(S(=O)(=O)NCC(=O)OCC(=O)NCc2ccc3c(c2)OCO3)cc1 ?
Jurkat NFkB inh: -13; SENP8 block: -6; UBC13 polyUb: -15; Apaf-1 inh: 1; SENP7 inh: -15; HKDC1 inhibitor: 3; 697 NFkB inh: -10; Gli-Sufu antag: -47

Quoted from the entries so far (two entries):
How did CCOC(=O)c1cn(-c2ccccc2)nc1-c1ccncc1 do in these assays?
Jurkat NFkB inh: -12; SENP8 block: -3; UBC13 polyUb: -1; Apaf-1 inh: 13; SENP7 inh: 3; HKDC1 inhibitor: -3; 697 NFkB inh: 5; Gli-Sufu antag: 12

Results for CC(=O)Nc1ccc(S(=O)(=O)NCC(=O)OCC(=O)NCc2ccc3c(c2)OCO3)cc1 ?
Jurkat NFkB inh: -13; SENP8 block: -6; UBC13 polyUb: -15; Apaf-1 inh: 1; SENP7 inh: -15; HKDC1 inhibitor: 3; 697 NFkB inh: -10; Gli-Sufu antag: -47

Other results
What do the screens show for `Cc1ccc(SCCNS(=O)(=O)c2ccc(F)cc2)cc1`?
Jurkat NFkB inh: -9; SENP8 block: -4; UBC13 polyUb: -9; Apaf-1 inh: 9; SENP7 inh: -2; HKDC1 inhibitor: 1; 697 NFkB inh: -4; Gli-Sufu antag: 11

Results for CCn1nc(C)c(CN2CCc3c([nH]c4ccccc34)C2c2ccc(F)c(OC)c2)c1C (centres undefined) ?
Jurkat NFkB inh: -4; SENP8 block: -9; UBC13 polyUb: -13; Apaf-1 inh: 4; SENP7 inh: -9; HKDC1 inhibitor: 2; 697 NFkB inh: -3; Gli-Sufu antag: 31

Results for COc1ccc(-c2csc(C3=C(O)CN(Cc4ccc(S(N)(=O)=O)cc4)C3=N)n2)cc1OC ?
Jurkat NFkB inh: 12; SENP8 block: 2; UBC13 polyUb: -3; Apaf-1 inh: -33; SENP7 inh: -7; HKDC1 inhibitor: -4; 697 NFkB inh: 19; Gli-Sufu antag: 2

What do the screens show for `COc1ccc(-c2c(C#N)c(N)nc(Sc3ccc(Cl)cc3)c2C#N)cc1`?
Jurkat NFkB inh: 15; SENP8 block: -6; UBC13 polyUb: 25; Apaf-1 inh: 6; SENP7 inh: -11; HKDC1 inhibitor: -1; 697 NFkB inh: -18; Gli-Sufu antag: 11

How did O=C(c1cc(-c2ccc(Br)cc2)on1)N1CCCC1 do in these assays?
Jurkat NFkB inh: -133; SENP8 block: 39; UBC13 polyUb: -2; Apaf-1 inh: 6; SENP7 inh: 42; HKDC1 inhibitor: -4; 697 NFkB inh: -171; Gli-Sufu antag: -91

Results for COC(=O)c1ccc(/C=N/n2c(C)nc3ccccc3c2=O)cc1 ?
Jurkat NFkB inh: -2; SENP8 block: 1; UBC13 polyUb: 2; Apaf-1 inh: 5; SENP7 inh: 4; HKDC1 inhibitor: -3; 697 NFkB inh: -25; Gli-Sufu antag: -9

How did COc1ccc(N2C(=O)NC3CC2(C)Oc2ccccc23)cc1 (centres undefined) do in these assays?
Jurkat NFkB inh: -7; SENP8 block: -4; UBC13 polyUb: -2; Apaf-1 inh: -11; SENP7 inh: -2; HKDC1 inhibitor: -7; 697 NFkB inh: 3; Gli-Sufu antag: 2

How did Cc1c(Cl)cccc1N1C(=O)CC(NNC(=O)c2cccnc2)C1=O (centres undefined) do in these assays?
Jurkat NFkB inh: 6; SENP8 block: -7; UBC13 polyUb: -4; Apaf-1 inh: 7; SENP7 inh: -5; HKDC1 inhibitor: 11; 697 NFkB inh: 6; Gli-Sufu antag: -6

What do the screens show for `C=CCNC(=O)c1ccc(Sc2ccc(C)cc2)c([N+](=O)[O-])c1`?
Jurkat NFkB inh: -12; SENP8 block: -9; UBC13 polyUb: -3; Apaf-1 inh: 4; SENP7 inh: 7; HKDC1 inhibitor: -7; 697 NFkB inh: 5; Gli-Sufu antag: 9

How did CC(=O)c1ccc(Oc2nc3c(c(=O)n(C)c(=O)n3C)n2C)cc1 do in these assays?
Jurkat NFkB inh: 3; SENP8 block: -1; UBC13 polyUb: -13; Apaf-1 inh: -6; SENP7 inh: -9; HKDC1 inhibitor: -3; 697 NFkB inh: 0; Gli-Sufu antag: 5

What do the screens show for `COc1ccc(NC(C)=O)cc1NC(=O)CN1CCN(CC(=O)Nc2ccc(Cl)cc2)CC1`?
Jurkat NFkB inh: 2; SENP8 block: 2; UBC13 polyUb: -1; Apaf-1 inh: 1; SENP7 inh: 0; HKDC1 inhibitor: -6; 697 NFkB inh: -27; Gli-Sufu antag: 10

What do the screens show for `Cc1cc(C)nc(N2CCCC(C(=O)NCc3cccc(C(F)(F)F)c3)C2)n1` (centres undefined)?
Jurkat NFkB inh: -5; SENP8 block: -8; UBC13 polyUb: -6; Apaf-1 inh: 11; SENP7 inh: -4; HKDC1 inhibitor: -2; 697 NFkB inh: 9; Gli-Sufu antag: 2

Results for Cc1ccc(S(=O)(=O)N2CC(=O)Nc3ccccc32)cc1C ?
Jurkat NFkB inh: 20; SENP8 block: 2; UBC13 polyUb: 4; Apaf-1 inh: -14; SENP7 inh: -6; HKDC1 inhibitor: -9; 697 NFkB inh: 15; Gli-Sufu antag: -3

Results for CC(=O)N1c2ccccc2CCc2ccc(N)cc21 ?
Jurkat NFkB inh: 10; SENP8 block: -4; UBC13 polyUb: -2; Apaf-1 inh: 3; SENP7 inh: 4; HKDC1 inhibitor: -3; 697 NFkB inh: 10; Gli-Sufu antag: -8

What do the screens show for `O=[N+]([O-])c1ccc(SCCc2ccncc2)cc1`?
Jurkat NFkB inh: 7&-11; SENP8 block: 6&4; UBC13 polyUb: -4&-16; Apaf-1 inh: 1&-12; SENP7 inh: -2&2; HKDC1 inhibitor: 7&-1; 697 NFkB inh: -2&-11; Gli-Sufu antag: -4&-14

How did O=C(NC1CCCCC1)C1CCC(=O)N(C2CC2)C1 (centres undefined) do in these assays?
Jurkat NFkB inh: 0; SENP8 block: 8; UBC13 polyUb: 8; Apaf-1 inh: -3; SENP7 inh: -8; HKDC1 inhibitor: -2; 697 NFkB inh: 4; Gli-Sufu antag: 2

How did COc1ccc2c3c([nH]c2c1)C1CC2C(CC(O)C(OC)C2CO)CN1CC3 (centres undefined) do in these assays?
Jurkat NFkB inh: 4; SENP8 block: -2; UBC13 polyUb: 6; Apaf-1 inh: -5; SENP7 inh: 1; HKDC1 inhibitor: 15; 697 NFkB inh: 22; Gli-Sufu antag: -6

What do the screens show for `COc1ccc(S(=O)(=O)N2CCSC2C)cc1C` (centres undefined)?
Jurkat NFkB inh: -2; SENP8 block: -14; UBC13 polyUb: -4; Apaf-1 inh: -1; SENP7 inh: -13; HKDC1 inhibitor: -6; 697 NFkB inh: -6; Gli-Sufu antag: 1

Results for CCCc1cc(=O)[nH]c(SCC(=O)NC(=O)NC2CCCC2)n1 ?
Jurkat NFkB inh: -2; SENP8 block: -5; UBC13 polyUb: -2; Apaf-1 inh: -4; SENP7 inh: 2; HKDC1 inhibitor: -2; 697 NFkB inh: -7; Gli-Sufu antag: 37

Results for COc1ccc(/C=N/NC(=O)c2cc(C(C)(C)C)[nH]n2)cc1COc1ccc(F)cc1F ?
Jurkat NFkB inh: -13; SENP8 block: 3; UBC13 polyUb: -15; Apaf-1 inh: 13; SENP7 inh: 8; HKDC1 inhibitor: -5; 697 NFkB inh: -5; Gli-Sufu antag: 6

Results for COc1cccc(CN2CCNC(=O)C2CC(=O)NCCCN2CCCC2=O)c1 (centres undefined) ?
Jurkat NFkB inh: -2; SENP8 block: -4; UBC13 polyUb: -6; Apaf-1 inh: -4; SENP7 inh: -15; HKDC1 inhibitor: -3; 697 NFkB inh: -8; Gli-Sufu antag: -5

How did O=C(NC1CCCC1)c1cccc2c1C(=O)c1ccc(/C=C/c3ccccc3)cc1S2(=O)=O do in these assays?
Jurkat NFkB inh: 3; SENP8 block: -3; UBC13 polyUb: -5; Apaf-1 inh: 17; SENP7 inh: 8; HKDC1 inhibitor: -8; 697 NFkB inh: 15; Gli-Sufu antag: 19

Results for COc1cc(Cl)ccc1OCc1cc(C(=O)N2CCCCCCC2)no1 ?
Jurkat NFkB inh: -11; SENP8 block: 1; UBC13 polyUb: -5; Apaf-1 inh: 18; SENP7 inh: 6; HKDC1 inhibitor: -3; 697 NFkB inh: -40; Gli-Sufu antag: -9

How did O=C(c1ccccc1)N1CCN(Cc2ccc3c(c2)OCO3)CC1 do in these assays?
Jurkat NFkB inh: -10; SENP8 block: 3; UBC13 polyUb: 6; Apaf-1 inh: 3; SENP7 inh: -5; HKDC1 inhibitor: -7; 697 NFkB inh: -5; Gli-Sufu antag: 8
